Screens deposited in PubChem BioAssay by National Center for Advancing Translational Sciences (NCATS).
KinaseGlo FLuc: blocks Kinase-Glo luciferase, a counter-screen artifact; Kinase-Glo luciferase, ATP luminescence, 8 min; Q27757; hit rate 0.28% among 200,000; Potency, µM (highest dose often 38.3 µM), inactives show at the highest dose activity change, negative = inhibition, actives largely listed as inhibitors; also: potency is read from the fitted curve at half-maximal effect; % is scaled to controls: 0 for no effect and ±100 for the full control effect; nearly all actives have a fitted effect of over 60% in size
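Light output from Kinase-Glo luciferase with luciferin and 10 uM ATP in 50 mM imidazole pH 7.2, KCl, MgCl2, Tween 20, BSA; compound pin-delivered, 8-min ambient incubation, then luminescence read.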
Epigenetic derep: regulators of epigenetic silencing causing reporter derepression in mouse cells; murine LDR cells, GFP reporter derepression, 30 h; Potency, µM (highest dose often 53.9 µM), inactives show top-dose GFP activation, hits mostly activators; hit rate 0.2% among 280,000; also: potency is read from the fitted curve at half-maximal effect; % of control where 0% means no effect; nearly all actives have a fitted effect of over 60% in size
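GFP-positive cell count by laser-scanning cytometry (objects 20–120 um) after 30 h, 37 C compound exposure of murine LDR cells; reporter is CMV-GFP integrated at a silenced locus, inducible by HDAC or DNMT inhibitors.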
L3MBTL1 block: L3MBTL1 (human) inhibition; hit rate 0.66% among 230,000; Q9Y468; Potency, µM (titrated, usually from 57.1 µM), inactives show at the top dose activity, negative = inhibition, hits mostly inhibitors; AlphaScreen L3MBTL1–H3K9me1 peptide binding; also: potency is read from the fitted curve at half-maximal effect; % is scaled to controls: 0 for no effect and ±100 for the full control effect; nearly all actives have a fitted effect of over 60% in size
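AlphaScreen proximity signal between nickel-chelate acceptor and streptavidin donor beads (final 10 ug/mL) reports binding of 50 nM L3MBTL1 to 75 nM biotin-H3 K9me1 peptide; complex incubated with compounds 30 min at room temperature; cefsulodin titration as control.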
NPSR antagonist: blocks cAMP signaling of the human neuropeptide S receptor. Q6W5P4. CHO-NPSR cells, cAMP TR-FRET, antagonist mode. AID 1461. Potency, µM (series often up to 38.3 µM), for inactives: at the top dose activity change, negative = inhibition, actives largely listed as inhibitors. hit rate 1% among 220,000; also: potency is read from the fitted curve at half-maximal effect; % is scaled to controls: 0 for no effect and ±100 for the full control effect; nearly all actives have a fitted effect of over 50% in size; many of its hits are not listed in these tables
Target sequence (Q6W5P4 whole entry, looked up): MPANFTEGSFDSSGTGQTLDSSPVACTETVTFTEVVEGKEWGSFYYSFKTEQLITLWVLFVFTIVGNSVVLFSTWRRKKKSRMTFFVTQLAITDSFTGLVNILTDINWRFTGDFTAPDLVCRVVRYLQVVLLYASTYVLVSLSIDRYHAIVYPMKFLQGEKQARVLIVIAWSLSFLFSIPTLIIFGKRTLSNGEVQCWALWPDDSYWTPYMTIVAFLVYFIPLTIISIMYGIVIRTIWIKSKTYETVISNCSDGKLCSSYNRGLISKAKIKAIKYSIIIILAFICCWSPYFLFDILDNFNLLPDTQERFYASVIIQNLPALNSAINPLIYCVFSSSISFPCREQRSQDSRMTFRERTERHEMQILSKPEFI
HttQ103 aggreg: mutant huntingtin aggregation inhibition | PC12 HttQ103-GFP aggregates, Acumen cytometry, 40 h | Potency, µM (highest dose often 46.1 µM), for inactives: at the highest dose activity change, negative = inhibition, usual class: inhibitors | hit rate 1.1% among 220,000; also: potency is read from the fitted curve at half-maximal effect; % is scaled to controls: 0 for no effect and ±100 for the full control effect; nearly all actives have a fitted effect of over 60% in size
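PC12/HTTQ103-GFP, ecdysone-inducible; teb 100 nM; cpd qHTS titration; GFP aggregates read on laser cytometer, Ex 488/Em 500-530 nm.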
CBFb RUNX1 block: inhibitors of human CBF-beta and RUNX1 interaction | AlphaScreen CBFb-His/RUNX1-biotin binding, biochemical | Potency, µM (titrated, usually from 59.8 µM), for the others: top-dose activity, negative = inhibition, most hits filed as inhibitors | 230,000 tested, under 10 active; also: % of control where 0% means no effect
Target sequence (Q01196 whole entry, looked up): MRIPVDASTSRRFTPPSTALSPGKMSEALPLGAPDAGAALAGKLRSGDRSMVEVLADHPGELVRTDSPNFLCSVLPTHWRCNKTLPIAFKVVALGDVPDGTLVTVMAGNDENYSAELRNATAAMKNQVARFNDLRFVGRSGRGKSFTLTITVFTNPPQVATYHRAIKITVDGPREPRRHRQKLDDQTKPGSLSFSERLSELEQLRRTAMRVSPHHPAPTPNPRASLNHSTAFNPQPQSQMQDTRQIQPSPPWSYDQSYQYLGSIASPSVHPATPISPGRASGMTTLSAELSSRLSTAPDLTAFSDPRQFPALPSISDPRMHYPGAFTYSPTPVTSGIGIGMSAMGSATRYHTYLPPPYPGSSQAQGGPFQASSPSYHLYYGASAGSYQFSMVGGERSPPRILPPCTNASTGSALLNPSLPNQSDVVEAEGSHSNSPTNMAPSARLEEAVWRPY
Target sequence (Q13951 whole entry, looked up): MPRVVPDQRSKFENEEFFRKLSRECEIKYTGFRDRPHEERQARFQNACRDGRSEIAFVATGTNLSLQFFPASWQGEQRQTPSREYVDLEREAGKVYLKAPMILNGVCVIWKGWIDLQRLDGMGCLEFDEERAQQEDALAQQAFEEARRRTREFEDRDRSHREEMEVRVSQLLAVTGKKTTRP
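Read-out: AlphaScreen. Format: His-CBF-beta with biotinylated RUNX1 (30 nM each) preincubated 20 min, compound 15 min, Ni-chelate plus streptavidin beads 90 min; room temperature throughout.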
IMPase Li inh: cell-permeable IMPase inhibitors with lithium potentiation. Potency, µM (titrated, usually from 59.4 µM), for inactives: at the top dose activity, negative = IMPase inhibition, usual class: inhibitors. CHO-M1 cells, IP1 TR-FRET (IP-One), carbachol + lithium. AID 1457. hit rate 0.35% among 210,000;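 also: IP1 builds up when IMPase is blocked and the TR-FRET signal falls; potency is read from the fitted curve at half-maximal effect; plate controls were basal vehicle for no effect and high inhibitor control for full effect; nearly all actives have a fitted effect of over 50% in size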
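CHO cells stably expressing M1 receptor (2000/well) were cultured 16–30 h, then exposed to compounds with a small lithium addition for 30 min at 37C. IP1 was measured by TR-FRET competition; AC50 from Hill fits.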
* = called active by the depositor; ? = inconclusive; . = not tested or not shown; [ ] = another dose, or the depositor's remark. Calls follow the shape of the dose curve; as a rule, active = well fitted curve in the direction sought with a large enough effect; inconclusive = small, poorly fitted or top-dose-only effect, or another doubt; inactive = no such curve, though single readings can be large; an effect the other way counts as inactive or inconclusive.

SMILES	KinaseGlo FLuc	Epigenetic derep	L3MBTL1 block	NPSR antagonist	HttQ103 aggreg	CBFb RUNX1 block	IMPase Li inh
CC(C)Nc1nc(NC(C)C)nc(N(C)C(N)=O)n1	1%	-1.0%	0%	14%[46.1 µM]	13%	5%	-15%[38.3 µM]
CCN1CN(Cc2ccccc2)CNC1=S	-1%	-2.2%	5%	7%	2%	7%	-1%
S=C(NCCc1ccccc1)Nc1ccc(Cl)cc1	0%	-3.2%	6%	-9%	6%	9%	2%
Cc1nc(SC2CC(=O)N(c3ccccc3)C2=O)nc2c1CCCC2 (stereo unspecified)	0%	-1.0%	.	-15%[46.1 µM]	2%	-4%	33%[activator][38.3 µM]
N/C(=N\OC(=O)c1csnn1)c1ccc(C(F)(F)F)cc1	.	0.0%	3%	0%	-19%[9.22 µM]	6%	.
CCN(Cc1ccncc1)Cc1nc(-c2ccc(C(=O)OC)cc2)no1	-1%	-0.1%	7%	0%	0%[9.22 µM]	-6%	0%
C#CCNC(=O)C1=C[C@H](c2ccc(C(F)(F)F)cc2)C[C@H](OCc2ccc(CO)cc2)O1	.	1.2%	0%	37%	0%[9.22 µM]	14%	8%
COc1ccc(CCNC(=O)c2cc(-c3cc(Cl)ccc3O)n[nH]2)cc1OC	.	-1.0%	-4%	-33%	3%[9.22 µM]	-4%	.
O=C(N1CCCCC1)N1CCN(c2ccc(Cl)cc2)CC1	-2%	-4.2%	-6%	-8%[46.1 µM]	?	5%	14%[38.3 µM]
O=C1NC(=O)C2(CCC(C(=O)O)C2)N1 (stereo unspecified)	-3%	-2.0%	1%	2%[46.1 µM]	7%	7%	-3%
CCOC(=O)c1cnc2c(-c3ccc(F)cc3)cnn2c1C(F)(F)F	0%	?	-6%	-16%	28%	-1%	2%
O=C(NC(Cc1c[nH]c2ccccc12)C(=O)Nc1ccc(OC(F)(F)F)cc1)c1cccs1 (stereo unspecified)	0%	-3.2%	-13%	-37%	?	-21%	3%
CN(CC(=O)NCCc1ccccn1)S(=O)(=O)c1ccc(Cl)cc1	-1%	5.5%	-10%	9%	5%	-6%	-8%
Cc1cc(N2CCOCC2)cc(C)[n+]1[O-]	6%	2.0%	0%	-18%[46.1 µM]	7%	2%	-5%[38.3 µM]
COc1ccccc1CNC(=O)C1(NC(=O)Nc2ccc(C)cc2)CCCCC1	-1%	2.4%	-5%	-23%	7%	5%	0%

Given with bars between the fields: 5 of the compounds above.
SMILES | KinaseGlo FLuc | Epigenetic derep | L3MBTL1 block | NPSR antagonist | HttQ103 aggreg | CBFb RUNX1 block | IMPase Li inh
CCOC(=O)c1cnc2c(-c3ccc(F)cc3)cnn2c1C(F)(F)F | 0% | ? | -6% | -16% | 28% | -1% | 2%
S=C(NCCc1ccccc1)Nc1ccc(Cl)cc1 | 0% | -3.2% | 6% | -9% | 6% | 9% | 2%
O=C1NC(=O)C2(CCC(C(=O)O)C2)N1 (stereo unspecified) | -3% | -2.0% | 1% | 2%[46.1 µM] | 7% | 7% | -3%
CCN1CN(Cc2ccccc2)CNC1=S | -1% | -2.2% | 5% | 7% | 2% | 7% | -1%
Cc1cc(N2CCOCC2)cc(C)[n+]1[O-] | 6% | 2.0% | 0% | -18%[46.1 µM] | 7% | 2% | -5%[38.3 µM]

Additional results follow.
SMILES	KinaseGlo FLuc	Epigenetic derep	L3MBTL1 block	NPSR antagonist	HttQ103 aggreg	CBFb RUNX1 block	IMPase Li inh
COc1ccccc1-c1noc(-c2cccnc2)n1	-6%	0.0%	-4%	2%[46.1 µM]	0%	6%	-18%[38.3 µM]
Cc1ccc(-c2nn(-c3ccccc3)cc2CSC(=N)N)cc1	-3%	1.1%	-2%	?	-21%	8%	4%[38.3 µM]
Cc1ncc([N+](=O)[O-])n1CC(=O)NC1CCCCC1	2%	0.0%	2%	10%	-15%	-6%	5%
CC1(C)Cc2c(sc3ncn4nnnc4c23)CO1	.	8.5%	-1%	5%[46.1 µM]	-2%	1%	.
N#CCCN(C(=O)Nc1ccc(Cl)c(Cl)c1)c1ccccc1	1%	-5.7%	12%	0%	-2%	10%	1%
CCCCC/C=C\C/C=C\C[C@H](O)/C=C/C=C\CCCC(=O)O	-2%	1.1%	.	.	.	-8%	2%
COc1ccccc1-c1nn2c(C3COc4ccccc4O3)nnc2s1 (stereo unspecified)	0%	0.0%	-5%	?	-16%	-4%	32µM*
CCn1c(SCc2ccccc2)nnc1C1CCN(S(=O)(=O)c2ccc(OC)cc2)CC1	3%	2.9%	-2%	?	-10%	-3%	26%[38.3 µM]
CCOC(=O)c1oc2ccccc2c1CN1CCCCC1	4%	-2.2%	-4%	-3%	1%	?	-1%
CCOC(=O)c1ccc2nc(NC(NC(C)=O)(C(=O)OC)C(F)(F)F)sc2c1 (stereo unspecified)	-7%	0.0%	3%	-4%[46.1 µM]	?	3%	-5%[38.3 µM]
O=S(=O)(c1cccc(C(F)(F)F)c1)N1CCCC1c1cccnc1 (stereo unspecified)	.	2.4%	-1%	1%	-7%[9.22 µM]	0%	.
CCOC(=O)CCn1nc(-c2ccc(Cl)cc2)cc1N	0%	-0.2%	.	-1%[46.1 µM]	1%[9.22 µM]	-2%	22%[38.3 µM]
NNC(=O)COc1cccc2cccnc12	4%	2.3%	5%	-3%[46.1 µM]	-4%	6%	-1%
Cc1nc2ccccc2n1CC(=O)NCCN1CCCC1	1%	-2.0%	-1%	2%[46.1 µM]	-9%	4%	2%
N/C(=N\OC(=O)/C=C/c1ccc(Br)cc1)c1ccccn1	-6%	-2.9%	0%	14%	3%	-2%	1%
COc1ccc(C(=O)/C=C/Nc2ccc(S(=O)(=O)Nc3nc(C)cc(C)n3)cc2)cc1OC	2%	-1.1%	5%	1%	9%	6%	11%
C/C(=N\Nc1nc2ccccc2nc1C)c1ccccc1O	.	?	-5%	-18%	15%[9.22 µM]	-6%	.
CC(c1nnc(Sc2nnnn2-c2ccccc2)n1-c1ccc(F)cc1)N(C)C (stereo unspecified)	1%	1.0%	-1%	8%[46.1 µM]	1%	-1%	-12%[38.3 µM]
CCOCCCNCc1cc(Cl)cc(Cl)c1OCC	-1%	3.4%	10%[11.4 µM]	2%	20%	-1%	20%
OCC#CCSc1nnc(-c2ccncc2)o1	-2%	0.0%	.	-6%[46.1 µM]	3%	-1%	30%[38.3 µM]
COc1ccc(NC(=O)CC2C(=O)N(c3ccc(OC)cc3)C(=O)N2CCc2cccs2)cc1 (stereo unspecified)	0%	2.3%	-8%	-4%	18%	-1%	10%
CC1CCN(CCc2nc3cc(NS(=O)(=O)c4ccccc4)ccc3n2C)CC1	-6%	-0.7%	-1%	11%[46.1 µM]	6%	-1%	40%[activator][38.3 µM]
O=C(CNc1cc(S(=O)(=O)N2CCCC2)ccc1OCC(F)(F)F)Nc1cccc(C(F)(F)F)c1	-4%	-1.1%	4%	-26%	-22%	6%	10%
COc1ccccc1N1C(=O)CC(N(O)c2ccccc2)C1=O (stereo unspecified)	.	1.1%	2%	-8%	20%[9.22 µM]	-3%	.
CCOC(=O)C1(CCOC)CCN(Cc2ccncc2)CC1	.	-1.2%	4%	-18%	5%[9.22 µM]	-5%	-4%
COc1ccccc1-c1nc2cc3ccccc3cc2nc1-c1ccccc1OC	0%	0.0%	15%	-30%	-8%	1%	0%
CCOC(=O)c1sc(NC(=O)CCN2CCC(C)CC2)c(C(=O)OCC)c1C	-1%	-0.4%	6%	3%	3%	7%	-5%
C/C(=N\O)c1ccc2c3c([nH]c2c1)CCCC3	-1%	0.0%	-5%[11.4 µM]	9%[46.1 µM]	?	-5%	12%[38.3 µM]
CCN(CC)CCNCc1ccc(Br)cc1OCC(=O)NCc1ccccc1	0%	5.2%	1%	-25%	6%	3%	24%
CCn1cnc2cc(NCc3nc4ccccc4n3Cc3ccccc3)ccc21	-10%	-1.1%	?	-2%[46.1 µM]	-12%	-16%	11%
COc1ccc(N=C2SC(CC(=O)Nc3ccccc3F)C(=O)N2Cc2ccco2)cc1 (stereo unspecified)	0%	-3.0%	-13%	-32%	-18%	-2%	4%
CCCCNC(=O)c1ccc2c(SCC(=O)O)c3c(nc2c1)CCCC3	6%	3.8%	-2%	0%	14%	0%	-7%
CCNc1nnc(CCn2nc(C)c(Br)c2C)s1	-6%	7.1%	-13%	-4%	-12%[9.22 µM]	5%	-2%
COc1ccc(C(=O)CSc2nc3ccc([N+](=O)[O-])cc3[nH]2)cc1	.	0.9%	-2%	-15%[46.1 µM]	?	-5%	.
COC(=O)Cc1c(O)ccn(Cc2ccccc2OC)c1=O	-1%	0.0%	7%	0%[46.1 µM]	-7%	-1%	0%[38.3 µM]
COC(=O)c1nc(NC(=O)c2ccc(Cl)cc2)n[nH]1	1%	0.0%	.	-5%[46.1 µM]	0%	-3%	22%[38.3 µM]
Cc1ccc(S(=O)(=O)n2cnc3ccccc32)c(C)c1	-3%	2.2%	.	-2%[46.1 µM]	9%	7%	4%[38.3 µM]
C=CCc1ccccc1OCC(O)CN(C(C)C)C(C)C (stereo unspecified)	-9%	0.9%	2%	2%[46.1 µM]	18%	5%	9%[38.3 µM]
Cc1cccc(N/N=C(\C=N\N)C(=O)c2ccc(Br)cc2)c1	6%	1.3%	?	-41%	2%	-28%	10%
COc1cccc(C=NC=Nc2cccc(OC)c2)c1	-13%	0.4%	.	.	.	21%[21.7 µM]	36%[activator]
Cc1ccc(CCCOC(=O)C[N+]2(C)CCCC2)cc1	-1%	0.0%	-7%	-51%	-14%	4%	14%
CCOc1ccc(NC(=S)N2CCCN(Cc3cccc(Cl)c3)C2)cc1	1%	-2.7%	-27%	-33%	-21%	-11%	7%
COc1ccc(OC)c(NC(=O)N[C@@H](Cc2ccccc2)C(=O)O)c1	15%	-1.0%	3%	-13%[46.1 µM]	3%	3%	-2%[38.3 µM]
Cc1ccc(-c2nnc(CSc3nnc4c5c(C)c(C)sc5nc(C(C)C)n34)o2)cc1	-1%	0.0%	3%	12%[46.1 µM]	9%	1%	-5%[38.3 µM]
CCOc1cc(NC(=S)NCC2CCCO2)c(OCC)cc1NC(=O)c1ccccc1C (stereo unspecified)	-4%	-1.1%	-3%	-19%[46.1 µM]	-21%	-9%	0%[38.3 µM]
CC12CCC(C(=O)N3CCc4ccccc43)(CC1=O)C2(C)C (stereo unspecified)	-3%	1.4%	.	-13%[46.1 µM]	-8%	13%	24%[38.3 µM]

The list is partial; the hit share may differ from the screen's.
